High-throughput results as filed in PubChem.
AT treatment – candidate therapy for ataxia-telangiectasia; Potency, µM (series often up to 57.5 µM), without a hit: at the top dose activation, actives largely listed as activators; […] A-T fibroblasts, KAP-1 phosphorylation AlphaLISA; neocarzinostatin DNA damage 30 min before lysis; 320,000 tested, 0.19% active; also: potency is read from the fitted curve at half-maximal effect; % of control where 0% means no effect; nearly all actives have a fitted effect of over 45% in size
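hTERT-immortalized A-T patient fibroblasts ([…]), 500 cells/well in OPTI-MEM, 1% FBS, got compounds for 60 min, then NCS for 30 min at 37C. Lysates were then assayed for phospho-KAP-1 by AlphaLISA (anti-pKAP1 donor, anti-KAP1 acceptor beads), 6 hr at 25C.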
TSHR antagonist – blocks TSH signaling through the human TSH receptor; P16473; TSHR-expressing cells, TSH-stimulated cAMP HTRF, 2 h; hits give low values; activity change, negative = inhibition, % at 11.5 µM; 330,000 tested, 0.2% active; AID 504810;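 active = activity change below a set negative limit, meaning inhibition stronger than a set level, cut at about -70% in these data; inconclusive = activity change between two set negative limits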; also: % is scaled to controls: 0 for no effect and ±100 for the full control effect
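Cell-based HTRF cAMP assay; TSHR cells + compound, TSH EC80 (4nM final), 2 h, 37 deg C. Lysis with anti-cAMP cryptate and cAMP-d2, 30 min RT, read 665/620 nm.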
Eya2 phos inh – blocks the phosphatase activity of human Eya2. O00167. recombinant Eya2, OMFP fluorescence dephosphorylation (OMFP is methylfluorescein phosphate). Potency, µM (titrated, usually from 76.9 µM), for inactives: top-dose activity, negative = inhibition, hits mostly inhibitors. 330,000 tested, 0.006% active. AID 488837; also: potency is read from the fitted curve at half-maximal effect; % is scaled to controls: 0 for no effect and ±100 for the full control effect
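Eya2 protein (added as 0.2 uM solution) was preincubated with compound for 10 min at ambient temperature in 50 mM HEPES pH 7.5, 50 mM NaCl, 5 uM MgCl2, 0.05% BSA, 1 mM DTT. OMFP (added at 50 uM) then reacted 10 min; fluorescence read at 485/525 nm.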
S-ASM inh – inhibitors of human secretory acid sphingomyelinase. P17405. placental ASM, HMU-PC fluorogenic substrate, 60 min. Potency, µM (titrated, usually from 57.5 µM), for inactives: at the top dose activity change, negative = inhibition, most hits filed as inhibitors. 340,000 tested, 0.006% active; also: potency is read from the fitted curve at half-maximal effect
Target sequence (P17405 47-631 limits assumed): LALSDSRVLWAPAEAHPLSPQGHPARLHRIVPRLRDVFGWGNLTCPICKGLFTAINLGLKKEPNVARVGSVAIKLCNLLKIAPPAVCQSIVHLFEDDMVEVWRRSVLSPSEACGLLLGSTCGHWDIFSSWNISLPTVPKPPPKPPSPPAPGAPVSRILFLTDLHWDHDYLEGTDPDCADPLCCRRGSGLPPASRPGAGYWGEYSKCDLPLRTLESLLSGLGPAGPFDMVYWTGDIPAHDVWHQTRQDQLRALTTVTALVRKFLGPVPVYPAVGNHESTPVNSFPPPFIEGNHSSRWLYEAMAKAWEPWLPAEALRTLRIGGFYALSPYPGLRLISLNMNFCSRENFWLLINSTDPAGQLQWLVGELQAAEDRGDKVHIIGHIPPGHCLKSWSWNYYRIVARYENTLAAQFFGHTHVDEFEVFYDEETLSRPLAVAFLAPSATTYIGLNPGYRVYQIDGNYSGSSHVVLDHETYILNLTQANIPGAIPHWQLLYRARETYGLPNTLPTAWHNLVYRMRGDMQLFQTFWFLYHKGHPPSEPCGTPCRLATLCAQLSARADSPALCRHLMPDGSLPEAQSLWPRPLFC
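HMU-PC0 cleavage (9 uM final) by human placental ASM, 60 min at 37 °C following 10 min compound exposure at RT; stopped at pH 10, fluorescence Ex 386/Em 447 nm.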
TSG101-PTAP inh – blocks PTAP/TSG101 interaction to inhibit HIV-1 budding | Q99816 | Fluorescence polarization, FITC-PTAP peptide / Tsg101 binding | Potency, µM (titrated, usually from 115 µM), for inactives: top-dose activity change, negative = inhibition, usual class: inhibitors | 340,000 tested, under 10 active | AID 493005; active = well fitted inhibition curve with a large enough effect in the main read-out, with a control signal flat, not every such curve was filed as active; inconclusive = small, poorly fitted or top-dose-only effect, or effect the other way, or a change in a side signal; inactive = no such curve, though single readings can be large or run the other way; also: potency is read from the fitted curve at half-maximal effect; % of control where 0% means no effect
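Fluorescence polarization binding of Tsg101 binding domain (10 uM final) to FITC-labeled PTAP peptide (50 nM final) in HEPES pH 7.5 buffer with NaCl, Tween 20, EDTA, TCEP. Compounds added before peptide; binding 20 min at RT.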
TCR activator – activators of T cell receptors. primary human leukocytes, anti-CD3, IL-2 HTRF, 48 h. Potency, µM (highest dose often 9.22 µM), for the others: top-dose activation of IL-2 secretion, usual class: activators. 330,000 tested, under 10 active. AID 504894; also: % of control where 0% means no effect
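HTRF read-out of IL-2 secretion: europium cryptate donor excited at 320nm, d2 acceptor emission at 665nm. Cells were primary human leukocytes incubated 48 hr with compounds and a-CD3 beads, supplying TCR signal only.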
ELG1 repair inh – inhibitors of ELG1-dependent DNA repair in HEK293T cells. HEK293T ELG1-luciferase reporter, luminescence, 16 h; DNA damage induced by 5-fluorouridine. Potency, µM (series often up to 46.1 µM), inactives show at the highest dose activity change, negative = inhibition, hits mostly inhibitors. 330,000 tested, 2.3% active; also: potency is read from the fitted curve at half-maximal effect; % is scaled to controls: 0 for no effect and ±100 for the full control effect; nearly all actives have a fitted effect of over 55% in size
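5-Fluorouridine DNA damage + compound/DMSO, 2,000 cells/well, 16 h, 37 °C/5% CO2. ONE-Glo, 30 min RT, luminescence. Readout = decrease in reporter signal.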
Tb PFK block – inhibitors of T. brucei phosphofructokinase | T. brucei PFK, ADP-Glo luminescence | Potency, µM (highest dose often 57.5 µM), inactives show top-dose activity, negative = inhibition, most hits filed as inhibitors | 330,000 tested, 0.17% active | AID 485367;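 also: potency is read from the fitted curve at half-maximal effect; 0% = uninhibited 1x PFK enzyme wells and -100% = no-enzyme wells; nearly all actives have a fitted effect of over 60% in size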
Target sequence (O15648 whole entry, looked up): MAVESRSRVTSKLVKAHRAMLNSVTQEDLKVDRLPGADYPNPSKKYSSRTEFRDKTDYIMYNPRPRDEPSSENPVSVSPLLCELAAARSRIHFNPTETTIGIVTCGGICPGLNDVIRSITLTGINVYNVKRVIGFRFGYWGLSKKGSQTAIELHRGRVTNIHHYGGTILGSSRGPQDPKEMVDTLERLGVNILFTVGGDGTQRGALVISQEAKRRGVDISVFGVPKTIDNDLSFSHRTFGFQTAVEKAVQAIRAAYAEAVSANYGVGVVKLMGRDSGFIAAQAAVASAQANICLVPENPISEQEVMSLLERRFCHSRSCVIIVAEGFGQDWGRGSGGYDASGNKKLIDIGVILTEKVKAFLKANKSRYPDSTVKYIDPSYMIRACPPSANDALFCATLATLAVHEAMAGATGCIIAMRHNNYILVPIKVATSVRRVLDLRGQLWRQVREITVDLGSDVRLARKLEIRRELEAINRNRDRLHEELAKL
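PFK 1.25 nM, F6P 0.5 mM, ATP 0.1 mM, 0.1 M TEA pH 8.0, 5 mM MgCl2, 0.01% Tween20, 0.1% BSA; 45 min RT. ADP-Glo readout. qHTS titration up to 57 uM; curves fitted, compounds curve-classed.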
Mito fusion act – mitochondrial division inhibition or fusion activation. S. cerevisiae fusion-defective mutant growth rescue, CellTiterGlo 48 h. Potency, µM (top dose mostly 46.1 µM), without a hit: at the top dose growth rescue (activation), actives largely listed as activators. 320,000 tested, 0.23% active. AID 485298;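 also: potency is read from the fitted curve at half-maximal effect; % of control where 0% means no effect; nearly all actives have a fitted effect of over 45% in size; temperature-sensitive fusion mutants such as fzo1-1 at 37 °C on non-fermentable ethanol glycerol medium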
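Read-out: ATP-based luminescence (CellTiterGlo, 10 min ambient) reporting growth of fusion-defective ts yeast after 48 hours at 37C on glycerol/ethanol YPEG medium in the presence of compound.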
a7 integrin act – integrin-mediated muscular dystrophy alleviation activation | alpha7betagal myoblasts, beta-gal FDG fluorescence, 48 h | 350,000 tested, 0.064% active | Potency, µM (highest dose often 38.3 µM), for the others: at the highest dose activation, actives largely listed as activators;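 also: potency is read from the fitted curve at half-maximal effect; 100% = response of the positive control SU9516; nearly all actives have a fitted effect of over 60% in size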
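alpha7betagal+/- myoblasts (passage 13, 250/well) treated 48 h at 37C with compounds at 1:260 dilution of DMSO stock. Lysed, then beta-galactosidase activity read as FDG fluorescence (ex 480/em 540) after 30 min, with pre-read for autofluorescence.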
Chronic BCR inh – inhibitors of chronic active B-cell receptor signaling; ABC-DLBCL IkBa-CBG/CBR reporter, luminescence ratio, 4 h; Potency, µM (doses to about 46.1 µM), for the others: at the highest dose ratio change, negative = lower green/red ratio, usual class: inhibitors; 340,000 tested, 0.05% active; AID 493014; active = well fitted inhibition curve with a large enough effect in the signal ratio, with a control signal flat, not every such curve was filed as active; inconclusive = small, poorly fitted or top-dose-only effect, or effect the other way, or a change in a side signal; the % refers to the signal ratio;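 also: potency is read from the fitted curve at half-maximal effect; plate controls were basal doxycycline-induced cells for no effect and cells given 10 µM MG132 for full effect; MG132 reads +100%, hits lower the ratio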
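Concentration-response series (up to 46 uM) were applied to TMD8 dual-reporter cells for 4 h at 37C with doxycycline. Green/red ratio, after filter-overlap correction, defined %Activity; red signal alone was normalised to basal cells and zero luminescence.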
* marks the source's active call; other numbers are inactive results; ? = inconclusive; / = no result given; [ ] = dose if it differs, or a comment. Unless noted, calls follow the shape of the dose curve; as a rule, active = well fitted curve in the direction sought with a large enough effect; inconclusive = small, poorly fitted or top-dose-only effect, or another doubt; inactive = no such curve, though single readings can be large; an effect the other way counts as inactive or inconclusive.

SMILES	AT treatment	TSHR antagonist	Eya2 phos inh	S-ASM inh	TSG101-PTAP inh	TCR activator	ELG1 repair inh	Tb PFK block	Mito fusion act	a7 integrin act	Chronic BCR inh
COc1cc(C)nc(N2CCCC(C(=O)NCC(C)C)C2)n1 (centres undefined)	5%	-8	-22%	-1%	-2%	1%[46.1 µM]	-18%	-1%	3%	1%	4%
CC(C)(C)OC(=O)C[C@@H]1C/C=C\C[C@@H](CC(=O)N(CCO)Cc2ccccc2)C(=O)N2CCC[C@H]2COC1=O	-7%	7	11%	1%	0%	8%	?	0%	/	13%	0%
COc1ccc(-c2csc(NC(=O)CSc3nc(SC)ns3)n2)cc1	2%	-74*	-4%	-8%	0%	3%[46.1 µM]	?	0%	?	19%	?
Cc1ccc(CN(Cc2cc3cccc(C)c3[nH]c2=O)C(=O)N(C)C)cc1	1%	5	5%	-3%	-9%	3%	-23%	-2%	0%	4%	-10%
Cc1ccc(NC(=O)CCc2c(C)nn(-c3ccc(N4CCCCC4)nn3)c2C)cc1F	8%	-8	2%	-1%	-5%	-3%	?	-2%	3%	-3%	2%
O=C(c1ccco1)N1CCN(C(=O)c2ccc(CS(=O)c3ccc(Cl)cc3)o2)CC1 (centres undefined)	3%	7	14%	-2%	1%	3%	5%	-2%	0%	10%	-7%
CCOc1cc(C2NC(=O)N(C)C(C)=C2C(=O)OC)cc(Br)c1O (centres undefined)	-5%	-9	-39%	4%	-3%	0%	?	1%	-5%	22%	?
CCN1CCN(CC(O)COCC2COc3ccccc3O2)CC1 (centres undefined)	1%	-8	-1%	15%	-1%	-4%	14%	?	4%	3%	?
COc1ccc(NC(=O)c2ccccc2NS(=O)(=O)c2ccc(C)cc2)c([N+](=O)[O-])c1	-10%	-37	4%	-2%	-3%	-6%[46.1 µM]	-2%	-1%	-7%	11%	3%
Cc1nn(C)c(-c2n[nH]c(=S)n2-c2ccccc2)c1Cl	4%	2	6%	2%	-3%	3%[46.1 µM]	21%	0%	0%	18%	6%
CC(=O)SC(C)CC(=O)Nc1ccccc1 (centres undefined)	-13%	10	12%	2%	-4%	0%	-1%	-4%	-2%	23%	?
CC(C)(C)C(=O)Nc1sc2c(c1-c1nc3ccccc3[nH]1)CCCC2	-11%	6	7%	22%	-1%	-2%	3%	10%	-3%	5%	22%
COc1cc(C(=O)Nc2ccc(NC(=O)c3cccc(Cl)c3)nc2)cc(OC)c1OC	4%	-3	-1%	-19%	1%	7%	?	1%	0%	20%	9%
CC(=O)c1c(CC(=O)O)[nH]n(-c2nc3ccccc3s2)c1=O	-8%	8	14%	-1%	-1%	/	?	?	2%	-11%[7.66 µM]	?
CCC(OC(=O)C(NC(=O)c1ccccc1)c1ccccc1)C(=O)Nc1cc(C)on1 (centres undefined)	14%	6	18%	1%	-10%	5%	?	2%	4%	?	2%
CCOC(=O)C1CCN(C(=O)COC(=O)c2ccc3[nH]c4c(c3c2)CCCC4)CC1	-1%	-6	-8%	-6%	-1%	-2%	?	-1%	26%	-64%[inhibitor]	1%
COc1ccccc1C(=O)NC(=O)CSc1cccc[n+]1[O-]	2%	10	-22%	3%	-5%	-16%	-6%	-4%	-1%	-10%	1%
COc1ccc(S(=O)(=O)n2nc(OC(=O)c3ccncc3)cc2N)cc1	21%	0	2%	0%	0%	-95%	2%	-3%	-1%	13%	-4%
COC(=O)C1=C(C(=O)OC)[C@@H]2N(C)c3ccccc3[C@@]23C[C@@H](CO)N(C(=O)NCCBr)C3=N1	-26%	-5	-28%	-2%	-7%	0%	-11%	-4%	16%	8%	?
Nc1nnc(CC(=O)N/N=C\c2cc([N+](=O)[O-])ccc2O)s1	-3%	-1	-10%	-3%	0%	2%[46.1 µM]	10%	0%	8%	-20%	-1%
O=C(Nc1ccc(F)cc1)C(Sc1nc2ccccc2[nH]1)c1ccccc1 (centres undefined)	6%	-20	-5%	1%	-2%	-4%[46.1 µM]	-2%	0%	2%	30%	?
COc1ccc(C(C(=O)NC2CCCC2)N(C(=O)c2snc(-c3ccc(F)cc3)c2N)c2ccc(F)cc2)cc1 (centres undefined)	4%	4	-2%	9%	-2%	-11%	1%	-2%	0%	-44%	3%
COCc1cc(C)nc(SCC(=O)Nc2cccc(C)c2)c1C#N	10%	269	-5%	-2%	-4%	-4%[46.1 µM]	-2%	2%	-2%	18%	-5%
O=C(CSc1nc(-c2ccccc2)cc(=O)[nH]1)Nc1ccccc1F	5%	3	0%	-2%	-5%	5%	1%	-18%	9%	-18%	-1%
Cc1ccc(NC(=O)CC2C(=O)OCC3CCCCN32)cc1Cl (centres undefined)	15%	2	-8%	2%	-3%	-3%[46.1 µM]	-2%	8%	0%	22%	-10%
Additional results follow:
SMILES	AT treatment	TSHR antagonist	Eya2 phos inh	S-ASM inh	TSG101-PTAP inh	TCR activator	ELG1 repair inh	Tb PFK block	Mito fusion act	a7 integrin act	Chronic BCR inh
Cc1cccc(NC(=O)N2CCCC2C(=O)NCc2ccccc2)c1 (centres undefined)	5%	7	-5%	-1%	-4%	0%	-4%	-4%	-2%	-12%	?
C/C(=N/Nc1ncc(Br)cn1)c1ccc(Br)cc1	-2%	5	9%	-2%	-2%	-7%	?	-8%	-5%	31%	-1%
Cc1ccsc1C(=O)NNC(=O)C1CC=CCC1C(=O)O (centres undefined)	26%	9	-3%	2%	-3%	-3%[46.1 µM]	?	0%	-7%	-11%	?
Cc1ccc2cc(/C=N/NC(=O)c3ccccc3[N+](=O)[O-])c(Cl)nc2c1	2%	-6	1%	-7%	1%	-6%	0%	0%	-3%	8%	16%
CC1CC(C)CN(CC(=O)NNC(=O)COc2ccc(Cl)cc2)C1 (centres undefined)	-10%	9	-5%	4%	-1%	/	7%	2%	0%	?	2%
CC(C)c1nnc(SCC(=O)N2CCN(C(=O)c3ccco3)CC2)n1N	-6%	5	-16%	0%	-4%	2%	11%	-2%	-5%	-22%	-2%
CC(C)N(Cc1nc(-c2ccccc2)no1)C(=O)CSc1ccccc1	10%	17	-1%	-4%	-3%	/	1%	14%	20%	11%[7.66 µM]	-11%
O=C1CC(c2ccc(Cl)cc2)CC(O)=C1C=NCCO (centres undefined)	-11%	5	-5%	2%	2%	3%	4%	-2%	-4%	2%	-2%
O=C(Nc1ccccc1C(=O)N1CCCCCC1)c1cccc([N+](=O)[O-])c1	17%	24	-4%	0%	1%	-1%	0%	0%	-2%	-13%	?
CCN(Cc1ccc2c(c1)OCCO2)C(=O)CN1C(=O)NC2(CCc3ccccc32)C1=O (centres undefined)	-4%	8	?	0%	-6%	-4%	0%	-2%	1%	-14%	1%
CCOc1cccc(N2C(=O)CC(NNC(=O)c3ccc(Br)o3)C2=O)c1 (centres undefined)	-3%	3	-4%	1%	-4%	2%	-3%	0%	-2%	5%	?
COCc1ccc(CN2CCC(n3nccc3NC(=O)CCOc3ccccc3)CC2)o1	-1%	8	14%	-2%	/	-3%	?	0%	0%	-40%	-4%
O=C(COC(=O)c1cccc(Cl)c1)Nc1ccc2[nH]c(=O)[nH]c2c1	-1%	7	-6%	0%	0%	3%	?	-5%	-18%	-6%	2%
CCOC(=O)N1CCN(c2c(N3CCN(c4ccccc4OC)CC3)c(=O)c2=O)CC1	-3%	6	-14%	-3%	0%	2%	?	-6%	-1%	8%	8%
CC(CC(=O)N1CCN(c2ccccc2)CC1)S(=O)(=O)c1ccc2c(c1)NC(=O)CO2 (centres undefined)	-10%	-14	-5%	-1%	-7%	2%	10µM*	-23%	4%	-18%	?
CCN(CC)C(=O)/C=C/c1ccc(OC)c(S(=O)(=O)N2CCCCC2)c1	-1%	-10	13%	-5%	-2%	-1%	?	-12%	-2%	-6%	?
